Screening results as filed in PubChem BioAssay.
CHRM1 agonist: agonists of human M1 muscarinic receptor; CHO-K1 hM1, Fluo-8 calcium fluorescence, agonist mode; 0% DMSO, 100% acetylcholine EC100; actives 0.33% (n = 360,000); activation, % at 3 µM; P11229;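 active = activation above the run's mean compound activation plus 3 SD, cut at about 16% in these data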;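 note: peak over basal fluorescence ratio within a 140 s kinetic read after compound addition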
V1aR counter: activates human V1a receptor in oxytocin agonist counter-screen; CHO-V1R cells, Fluo-8 calcium fluorescence, agonist mode; 0% DMSO, 100% 3 nM vasopressin; activation, % at 3 µM; actives 0.25% (n = 320,000); AID 2797;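 active = activation above the mean activation of all tested compounds plus 3 SD, per screening run, cut at about 20% in these data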;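 note: signal is peak over basal fluorescence ratio across a 100 second FLIPR read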
Target sequence (P37288 whole entry, looked up): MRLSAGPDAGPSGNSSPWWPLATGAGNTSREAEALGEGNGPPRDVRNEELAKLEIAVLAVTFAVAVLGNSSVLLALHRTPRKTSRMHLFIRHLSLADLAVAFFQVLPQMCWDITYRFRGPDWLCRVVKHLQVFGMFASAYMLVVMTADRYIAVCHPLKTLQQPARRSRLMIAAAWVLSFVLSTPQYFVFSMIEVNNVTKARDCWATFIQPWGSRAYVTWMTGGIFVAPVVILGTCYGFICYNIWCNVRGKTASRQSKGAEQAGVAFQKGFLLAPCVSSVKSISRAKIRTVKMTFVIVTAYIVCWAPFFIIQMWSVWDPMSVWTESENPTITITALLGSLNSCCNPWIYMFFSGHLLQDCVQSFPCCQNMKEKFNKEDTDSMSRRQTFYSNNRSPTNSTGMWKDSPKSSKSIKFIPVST
TAAR1 antagonist: human TAAR1 antagonism; actives 1.5% (n = 360,000); AID 624466; Q96RJ0; inhibition, % at 3 µM; CHO RD-HGA16 TAAR1, Fluo-8 calcium fluorescence, antagonist;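 active = inhibition above a per-plate cutoff, the mean inhibition of test compounds on that plate plus 3 SD, cut at about 49% in these data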;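 note: 0% = DMSO plus EC80 beta-PEA response and 100% = DMSO alone without agonist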
Target sequence (Q96RJ0 whole entry, looked up): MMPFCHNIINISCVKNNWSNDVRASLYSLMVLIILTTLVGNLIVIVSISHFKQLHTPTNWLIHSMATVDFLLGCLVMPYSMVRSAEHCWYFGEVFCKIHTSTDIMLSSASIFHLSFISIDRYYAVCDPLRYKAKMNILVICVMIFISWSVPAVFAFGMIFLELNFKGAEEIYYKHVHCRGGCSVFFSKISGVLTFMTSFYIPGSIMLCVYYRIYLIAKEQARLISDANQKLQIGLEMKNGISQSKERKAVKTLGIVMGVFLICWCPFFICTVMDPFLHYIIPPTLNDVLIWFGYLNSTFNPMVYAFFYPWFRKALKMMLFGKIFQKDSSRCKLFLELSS
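test system = CHO RD-HGA16 cells bearing hTAAR1 | replication = singlicate | controls = DMSO-only wells and EC80 β-PEA-stimulated wells | reagent = EC80 β-phenethylamine stimulus | read-out basis = percent inhibition of PEA-evoked calcium signal, max/basal emission ratio | schedule = seeding 17-24 h prior, 75-min 37 °C, 30-min RT dye loading | signal = kinetic Fluo-8 calcium fluorescence measurement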
OXTR potentiate: potentiates the human oxytocin receptor response; activation, % at 3 µM; CHO-OTR cells, Fluo-8 calcium fluorescence, potentiator mode; 0% = oxytocin EC15, 100% = EC100; P30559; AID 2445; actives 0.061% (n = 320,000);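 active = activation above that plate's cutoff, the mean activation of tested compounds plus 3 SD, cut at about 6.6% in these data, passing the limit was not always enough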;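 note: 100% uses oxytocin at 75 nM as the full agonist control; some results filed as inactive read as strong as hits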
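Assay system: CHO cell line stably expressing human OTR | Also added: Oxytocin at about EC15, sub-maximal agonist stimulus | Times: Compound 6 min at room temperature before oxytocin, 100 s read | Measured by: Fluo-8 intracellular calcium fluorescence, ex 470-495, em 515-575 nm | Controls: EC15 oxytocin alone as 0%, 75 nM oxytocin as 100%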
M1 PAM: potentiates human M1 receptor response to acetylcholine; P11229; CHO-K1 hM1, Fluo-8 calcium fluorescence, ACh EC20; 0% = ACh EC20, 100% = maximal ACh; activation, % at 3 µM; actives 0.088% (n = 360,000); in the data active = activation above about 19%, passing the limit was not always enough
M1 antag: antagonists of human M1 muscarinic receptor; inhibition, % at 3 µM; actives 1.3% (n = 360,000); CHO-K1 hM1, Fluo-8 calcium fluorescence, ACh EC80 antagonist; P11229;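 active = percent inhibition above its own plate's cutoff, namely the mean of that plate's compound wells plus 3 SD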;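 note: peak over basal fluorescence ratio during 140 s after agonist addition; 0% = ACh EC80 plus DMSO and 100% = DMSO alone without agonist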
OXTR agonist: agonists of human oxytocin receptor; actives 0.32% (n = 320,000); P30559; CHO-OTR cells, Fluo-8 calcium fluorescence; normalized: DMSO 0%, oxytocin 100%; AID 2435; activation, % at 3 µM;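 active = activation above the mean of all tested compounds plus 3 SD, cutoff set per screening run, cut at about 20% in these data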;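 note: peak over basal fluorescence ratio from a 100 s FLIPR kinetic read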
CHO parental Ca: signal in parental CHO cells, OX1R antagonist counter-screen; parental CHO-K1, ATP-induced calcium, Fluo-8 fluorescence; inhibition, % at 5.6 µM; actives 0.63% (n = 330,000); AID 463079;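 active = inhibition above that plate's mean sample inhibition plus 3 SD, cut at about 26% in these data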;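 note: 0% = ATP-challenged DMSO wells and 100% = DMSO wells without ATP; some compounds past the cut are filed as inactive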
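test system = CHO parental line | reagent = ATP stimulus | measured by = intracellular calcium via Fluo-8 no-wash fluorescent dye | control set = ATP and no-ATP DMSO wells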
TAAR1 agonist: human TAAR1 agonism | Q96RJ0 | CHO RD-HGA16 TAAR1, Fluo-8 calcium fluorescence; vehicle wells 0%, saturating PEA agonist 100% | activation, % at 3 µM | actives 0.99% (n = 360,000);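 active = activation above the mean activation of all test compounds in the run plus 3 SD, cut at about 38% in these data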
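test system = CHO RD-HGA16 cells carrying human TAAR1 plus Gα16 | schedule = 17-24 h seeding, 75 min 37 °C dye, 30 min RT | compound dosing = 3 µM single concentration | control set = DMSO and PEA EC100 | replicates = n 1 | signal = Fluo-8 fluorescence, 5 s baseline then 140 s kinetic read | measure = percent activation vs PEA EC100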
* marks the source's active call; other numbers are inactive results; nt = no result given. Outcome played no part in choosing rows; overall some 3.7% were active at least once.

Results follow in this order: M1 antag, CHO parental Ca, V1aR counter, OXTR potentiate, TAAR1 agonist, M1 PAM, TAAR1 antagonist, CHRM1 agonist, OXTR agonist
- CCCOc1ccc(NC(=O)CC2C(=O)N(c3ccc(OCC)cc3)C(=S)N2C2CC2)cc1 (configuration not stated)
  -9.4, -9.0, 1.7, 2.3, 0.4, 5.9, -20.3, -1.0, 0.0
- COCCC(=O)Nc1ccc2c(c1)CN(C(=O)CCSC)CC2
  2.8, 4.3, 0.4, 6.3, 14.2, 4.0, 5.9, -6.8, 1.1
- Cc1ccc(C)c(Nc2cc(C)nc3ccccc23)c1
  -9.8, -0.7, 5.2, -6.0, 15.9, 4.5, -20.2, -4.2, 1.3
- COc1ccc(-c2nc(N=Nc3ccc(O)cc3)n[nH]2)cc1
  -9.7, -8.6, -0.5, -9.2, 8.1, -0.6, -0.2, -1.1, -3.3
- C=CCOc1c(Cl)cc(CNn2cn[nH]c2=S)cc1OC
  -1.4, -16.2, 0.5, -9.8, 0.7, 7.4, 2.1, -2.0, -0.5
- O=C(NNC(=O)c1ccc(Br)o1)c1csc(N2CCOCC2)n1
  -3.2, -14.5, 1.2, -1.3, 4.7, 5.8, -7.8, -3.4, 2.0
- COc1ccc(NC(=O)c2cc(-c3cccs3)on2)c(OC)c1
  12.4, -27.4, -0.2, -8.9, -2.9, 1.1, -7.6, -2.6, 0.8
- COc1ccc(-n2c(COc3ccc(C)cc3)nnc2SCC(=O)O)cc1
  -13.4, -10.7, 0.6, 1.0, 2.4, 15.3, -14.0, -0.2, 2.1
- O=C(COC(=O)CNC(=O)C1CCCCC1)Nc1ccc(Br)cc1Br
  -7.9, -13.9, -0.3, 9.8, -3.9, 9.8, -8.4, -2.7, -1.4
- COc1ccc(CCNC(=O)CN2C(=O)C3(OCCCO3)c3ccccc32)cc1OC
  -0.6, -14.8, 0.0, -2.9, 5.9, 4.4, -3.0, -2.6, -1.3
- C/C(=N\NC(=O)Cn1cnc2ccccc21)c1cccs1
  -2.8, -6.3, 2.5, -11.2, 25.4, 8.0, 4.2, -5.3, 2.6
- Cc1nn(-c2nnc(NC3CCCCC3)nn2)c(C)c1Br
  9.6, -8.2, -1.6, -1.6, 4.7, -1.4, 7.4, -6.1, -2.5
- Cc1ccc(C(C(=O)NC2CCCC2)N2CCCCC2)cc1 (configuration not stated)
  2.9, -5.0, -0.5, 4.6, 1.8, -7.3, -0.8, -11.2, -1.0
- CNCC(O)c1ccc(OC(=O)C(C)(C)C)c(OC(=O)C(C)(C)C)c1 (configuration not stated)
  -14.6, -7.6, 0.9, -2.1, 10.0, 1.3, -10.9, -5.9, 1.1
- CCN1CCN(C(=O)/C=C/c2ccc3c(c2)OCO3)CC1
  -6.5, -7.3, 1.5, -2.3, 13.6, 6.2, 5.1, -8.5, 0.2
- O=C(CCN1C(=O)C2CC=CCC2C1=O)Nc1nccs1 (configuration not stated)
  -17.3, -1.5, 0.0, -6.4, 1.0, 12.0, -10.5, -1.5, 1.2
- Cc1n[nH]c(C)c1CN(C)C(=O)C1CCC(=O)N(CC2CCCCC2)C1 (configuration not stated)
  -23.3, -10.2, -0.5, -14.2, 0.5, 24.1, -2.9, 1.9, 0.4
- COc1cc(OC)cc(-c2nnc(SCC(=O)N(Cc3ccccc3)C(C)(C)C)o2)c1
  11.8, 13.2, 2.0, -4.2, -3.8, -5.9, 6.5, -3.1, -0.1
- CCC(Oc1cc(Cl)ccc1Cl)C(=O)N1CCCN(C)CC1 (configuration not stated)
  29.7, nt, nt, nt, 0.9, -14.1, -15.8, -6.4, nt
- CS(=O)(=O)N(CCc1ccccc1)CC(=O)N1CCN(c2ccccc2F)CC1
  -26.3, -15.7, 4.2, -4.2, 2.2, 2.0, -4.9, 1.5, 4.3
- CCOc1ncccc1C(=O)N1CCN(c2ccc(C(F)(F)F)cn2)CC1
  1.2, -8.2, 10.2, -12.4, 2.0, -0.7, -15.3, -2.2, 2.5
- Cc1c(NC(=O)C(CC(=O)O)NCc2ccco2)c(=O)n(-c2ccccc2)n1C (configuration not stated)
  -0.1, nt, nt, nt, 0.6, 2.0, 2.6, -2.1, nt
- O=[N+]([O-])c1ccc(C(O)CNC(=S)Nc2ccccc2)cc1 (configuration not stated)
  -1.6, 17.6, 11.2, -25.7, 15.6, -1.0, 3.7, 3.3, 10.0
- COc1ccc(CN2CCN(C(C)C(=O)N(C)Cc3cccc(F)c3)CC2)cc1OC (configuration not stated)
  -7.9, -17.7, -0.2, -5.5, -1.2, 2.9, -18.1, -8.5, -0.1
- COc1ccc(NC(=O)C2CCCN2C(=O)NC2CCCCC2)c(OC)c1 (configuration not stated)
  -4.2, -14.7, -0.6, -3.5, 2.0, 2.3, -9.8, -1.6, -0.6
- Cc1cccc(NC(=O)/C(C#N)=C/c2ccc(F)cc2)n1
  -18.2, -8.8, 2.5, 2.3, -0.9, 17.4, -9.3, -1.6, 1.9
- CS(=O)(=O)N1CCCCC1c1cc(C(=O)Nc2ccc3c(c2)OCO3)no1 (configuration not stated)
  -16.4, nt, nt, nt, 3.2, 6.2, -7.7, -6.2, nt
- Cn1nc(C(=O)Oc2cc(=O)n(C)c3ccccc23)c2ccccc2c1=O
  -2.3, 3.0, -0.5, -9.4, 0.0, 8.7, -22.4, -1.2, -0.3
- CCOC(=O)c1c(C)[nH]c(C)c1S(=O)(=O)N(C)CC(=O)Nc1ccc(C)cn1
  -9.2, -7.5, 0.3, -8.4, 1.9, 3.5, 1.5, -3.5, -0.5
- CC1CCC2(CC1)NC(=O)N(CC(=O)Nc1cccc(S(=O)(=O)N3CCCC3)c1)C2=O (configuration not stated)
  -8.7, -16.2, -0.4, -5.2, 0.8, 1.7, -22.3, -5.1, -1.1
- CCOC(=O)N1CCN(C(=O)C2CCN(S(=O)(=O)CC)CC2)CC1
  -7.9, -1.0, 0.3, 4.8, 6.8, 2.1, -13.6, -8.6, 1.3
- Fc1ccc(CSc2nnc(CN3CCOCC3)n2-c2ccccc2)c(Cl)c1
  1.0, 1.5, 1.5, -8.0, 4.0, 0.1, 1.7, -2.3, -0.4
- COC(=O)c1ccc(/C=C(\C#N)c2nc3ccccc3s2)cc1
  8.0, 49.1*, 23.7*, -9.1, 4.6, 0.9, 4.8, 2.1, 30.3*
- Cc1cccc(C(=Cc2ccc([N+](=O)[O-])cc2)C(=O)O)c1
  -6.8, nt, nt, nt, 0.1, 9.2, -5.3, -1.7, nt
- NC(=O)c1cc2cc(Cl)ccc2o/c1=N/NC(=O)c1cccs1
  -1.8, -3.4, 0.2, -1.9, 5.3, 5.0, -0.7, -3.3, -0.1
- CCn1cc(C(=O)NCc2cccnc2)c2cc(OC)c(OC)cc2c1=O
  -16.6, -21.4, 0.2, -7.7, 0.3, 10.9, -9.4, -1.6, -0.3
- CN(C)C(=O)/C(=C\c1cccc(Oc2ccccc2)c1)NC(=O)c1ccccc1
  -5.3, -24.0, 3.3, -3.7, 1.8, 4.6, -7.6, -0.4, 0.6
- C=CCc1ccccc1OCCn1ccnc1
  2.5, -8.0, -1.3, -10.2, 8.5, -3.5, 14.2, -4.4, 0.5
- C(=C\n1nnc2ccccc21)/c1ccc[nH]1
  -5.3, -9.3, 1.5, 3.8, 7.1, 5.4, 25.7, -0.6, 0.0
- Cc1ccc(NS(=O)(=O)c2cccc(C(=O)Nc3c(C)n(C)n(-c4ccccc4)c3=O)c2)cc1
  nt, -15.8, -1.3, -4.6, nt, nt, nt, nt, -0.3
- Cc1c(S(=O)(=O)c2ccccn2)c(N)n(Cc2ccccc2)c1C
  -26.9, -7.0, 2.4, -12.6, 4.1, 12.9, -16.4, -5.3, 1.1
- CC(NC(=S)Nc1ccccc1)C1COc2ccccc2O1 (configuration not stated)
  5.7, 2.8, 5.3, -8.4, 19.2, -9.4, 1.9, -1.7, 5.0
- COCCCNC(=O)CCNS(=O)(=O)c1ccc(C)cc1
  -5.6, -0.3, -0.6, -5.5, 8.7, 1.8, -7.8, -4.7, 0.5
- CCOC(=O)C1C(C#N)=C(N)OC(C)=C1c1ccncc1 (configuration not stated)
  -3.7, -10.0, -0.4, -7.6, 1.1, 9.7, 1.0, -2.1, 0.1
- COc1ccc(-c2cc(C(F)(F)F)n3nc(C(=O)NCc4ccco4)c(Cl)c3n2)cc1
  1.1, -22.4, -0.9, 2.1, 13.7, 2.8, -6.8, -1.8, -1.6
- CCOC(=O)Cc1csc(NC(=O)c2cnc3scc(C)n3c2=O)n1
  -14.4, -8.2, 0.5, -9.2, 13.3, 6.9, 1.1, -1.9, 1.3
- O=C(O)c1cc(C(=O)O)c(-c2ccccc2)c(C(=O)O)c1
  -6.1, 3.0, 0.8, 0.5, 6.3, 5.5, 12.2, -4.0, 1.3
- NC(Cc1ccc(F)cc1)c1csc(Nc2nccc(C(F)(F)F)n2)n1 (configuration not stated)
  0.4, nt, nt, nt, 72.5*, -2.8, 26.6, 7.6, nt
- CCN(CC)CCCNC(=O)Cn1cc2c(n1)CCC(C)C2 (configuration not stated)
  -12.7, -14.7, 0.3, 6.3, 1.2, 6.6, -28.7, -8.6, 0.0
- N/C(=N\OC(=O)COc1ccccc1)c1ccncc1
  -7.7, -1.1, 0.8, -3.9, 1.0, 6.4, -20.3, -2.7, -0.1

The results go on:
Results follow in this order: M1 antag, CHO parental Ca, V1aR counter, OXTR potentiate, TAAR1 agonist, M1 PAM, TAAR1 antagonist, CHRM1 agonist, OXTR agonist
- O=C(CCNC(=O)Cn1ccc2ccccc2c1=O)NCCN1CCc2ccccc2C1
  -34.4, -14.5, 0.9, 2.1, -0.7, 16.4, 6.7, -5.5, 0.3
- O=C(O)c1ccc(CNC(=O)c2ccc3c(c2)C(=O)N(Cc2cccnc2)C3=O)cc1
  -10.2, nt, nt, nt, 4.1, 15.3, -11.8, 4.0, nt
- CCOC(=O)C1=C(Nc2ccc(C)cc2)CC(C)(O)C(C(=O)OCC)C1c1ccccc1 (configuration not stated)
  -13.2, -34.9, -0.3, -1.6, -1.0, 9.1, -19.4, -2.7, -1.9
- COc1ccc(Cl)cc1N1C(=O)C2CCCN2C1c1ccc(F)cc1 (configuration not stated)
  -18.8, -15.0, -0.7, -2.3, -0.6, 9.5, -4.9, -7.8, -0.9
- C=CCO/N=C/C1C(=O)CC(C)(C)CC1=O
  -6.3, 6.8, 0.1, -12.8, 2.2, 7.9, 8.0, -6.1, -0.4
- Cc1cc(C)c(C)c(OCC(=O)O/N=C(\N)c2ccccn2)c1
  -4.0, -29.8, -0.8, 0.4, 21.3, 5.9, 16.6, -3.1, -1.4
